# Screening results from PubChem BioAssay.
# PGK inhibitor: inhibitors of T. brucei phosphoglycerate kinase | P07378 | AID 602233 | Potency, µM (highest dose often 57.5 µM), for the others: at the highest dose activity change, negative = inhibition, usual class: inhibitors | PGK/GAPDH coupled, Kinase-Glo luminescence, 60 min | 380,000 compounds, 0.043% hits; note: % is set by controls: 0 for no effect and ±100 for the full control effect; nearly all actives have a fitted effect of over 60% in size
# Target sequence (P07378 whole entry, looked up): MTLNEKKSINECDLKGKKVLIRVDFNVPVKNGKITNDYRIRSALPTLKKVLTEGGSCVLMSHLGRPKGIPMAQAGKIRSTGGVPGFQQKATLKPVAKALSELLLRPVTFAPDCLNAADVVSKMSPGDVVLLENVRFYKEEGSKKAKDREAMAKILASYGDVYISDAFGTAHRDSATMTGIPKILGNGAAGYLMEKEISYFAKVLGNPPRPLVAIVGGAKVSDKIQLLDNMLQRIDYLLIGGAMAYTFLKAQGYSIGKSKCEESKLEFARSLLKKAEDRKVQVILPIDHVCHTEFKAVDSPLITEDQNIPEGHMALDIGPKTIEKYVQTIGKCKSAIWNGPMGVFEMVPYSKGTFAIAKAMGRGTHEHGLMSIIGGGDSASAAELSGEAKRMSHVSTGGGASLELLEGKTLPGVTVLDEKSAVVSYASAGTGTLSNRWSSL
#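 Recombinant glycosomal PGK reaction used 1,3-bisphosphoglycerate generated in-well by GAPDH (100nM final) in 100mM TEA pH 7.6, 5mM MgCl2, 0.01% Tween-20. After 60 minutes at room temperature, ATP was read by Kinase-Glo Plus luminescence end-point.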
# G9a block: G9a (human) methyltransferase inhibition; Q96KQ7; G9a H3K9 monomethylation, AlphaScreen, 2 h; Potency, µM (titrated, usually from 102 µM), for the others: at the top dose activity, negative = inhibition, usual class: inhibitors; 350,000 compounds, 8.8% hits; AID 504332; note: % is set by controls: 0 for no effect and ±100 for the full control effect; nearly all actives have a fitted effect of over 75% in size
# Target sequence (Q96KQ7 913-1193 limits assumed): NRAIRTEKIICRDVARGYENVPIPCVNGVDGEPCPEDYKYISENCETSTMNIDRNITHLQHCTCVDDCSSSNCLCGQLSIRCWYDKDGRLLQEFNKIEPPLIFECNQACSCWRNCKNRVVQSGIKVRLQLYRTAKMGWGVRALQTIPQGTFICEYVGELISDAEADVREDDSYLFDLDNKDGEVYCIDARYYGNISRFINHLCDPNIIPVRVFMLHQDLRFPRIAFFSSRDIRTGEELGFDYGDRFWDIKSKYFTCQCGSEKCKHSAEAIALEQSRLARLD
#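 Using a bead-based AlphaScreen, monomethylated H3K9 product from 2 h room-temperature reactions (G9a 20 nM, peptide 500 nM, SAM 20 uM) was detected with 0.5 ug/mL rabbit anti-H3K9me1 antibody.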
# GLS inh: blocks human kidney-isoform glutaminase activity. Potency, µM (doses to about 45.5 µM), without a hit: top-dose activity change, negative = inhibition, most hits filed as inhibitors. 410,000 compounds, 0.21% hits. GLS enzymatic activity, qHTS titration. O94925. AID 624170; note: % is set by controls: 0 for no effect and ±100 for the full control effect
#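 Read-out is an Amplex red fluorescence increase coupled through glutamate oxidase and HRP, measured before and after 30 min room-temperature incubation. hKGA is in 45 mM KH2PO4 (pH 8.2) with 0.02% Tween-20; glutamine added as 1mM solution.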
# BLM inh: blocks DNA unwinding by human BLM helicase | P54132 | recombinant BLM DNA unwinding, fluorescence dequenching | Potency, µM (top dose mostly 56.1 µM), without a hit: at the highest dose activity change, negative = inhibition, usual class: inhibitors | 350,000 compounds, 0.2% hits | AID 2528;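 note: plate controls were vehicle for no effect and no enzyme for full effect; nearly all actives have a fitted effect of over 35% in size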
# Pin1 inhibitor: blocks the human prolyl isomerase Pin1 | Q13526 | Pin1 FP peptide displacement, HiFluor488, 10 min | Potency, µM (titrated, usually from 115 µM), inactives show at the top dose activity, negative = inhibition, actives largely listed as inhibitors | 390,000 compounds, 0.009% hits | AID 504891; active = well fitted inhibition curve with a large enough effect in the polarisation, with a control signal flat, not every such curve was filed as active; inconclusive = small, poorly fitted or top-dose-only effect, or effect the other way, or a change in a side signal; inactive = no such curve, though single readings can be large or run the other way; the % refers to the polarisation; note: % is set by controls: 0 for no effect and ±100 for the full control effect
# Target sequence (Q13526 whole entry, looked up): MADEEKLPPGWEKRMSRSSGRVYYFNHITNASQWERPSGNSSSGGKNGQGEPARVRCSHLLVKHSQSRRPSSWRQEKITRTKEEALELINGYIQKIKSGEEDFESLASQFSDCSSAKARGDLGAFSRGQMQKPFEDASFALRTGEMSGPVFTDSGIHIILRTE
# Pol iota inh: inhibitors of human DNA polymerase iota; Pol iota fluorescent replication assay, 10 min; 390,000 compounds, 1% hits; Potency, µM (top dose mostly 115 µM), inactives show top-dose activity, negative = inhibition, usual class: inhibitors
#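 Fluorescent replication assay read twice, at 0 min and 10 min after adding 50 nM (final) substrate. Enzyme (10 nM) and compounds were first incubated 15 min at room temperature; enzyme-free buffer wells were negative controls.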
# HP1b binding inh: HP1-beta chromodomain-methylated histone interaction inhibition | AlphaScreen HP1-beta / biotin-H3K9me3 peptide binding | 390,000 compounds, 0.56% hits | Potency, µM (doses to about 114 µM), for inactives: at the top dose activity change, negative = inhibition, hits mostly inhibitors; note: nearly all actives have a fitted effect of over 70% in size; inactives centre near 23
# Target sequence (P83916 whole entry, looked up): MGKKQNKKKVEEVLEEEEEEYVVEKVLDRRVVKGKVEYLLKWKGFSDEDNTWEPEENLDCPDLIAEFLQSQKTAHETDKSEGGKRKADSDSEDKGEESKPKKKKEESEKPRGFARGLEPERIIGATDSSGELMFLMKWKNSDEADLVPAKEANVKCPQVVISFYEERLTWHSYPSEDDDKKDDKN
#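 Compound inhibition of the preformed complex between 50 nM HP1-beta and 50 nM biotinylated H3K9me3 peptide was read by AlphaScreen. Buffer was PBS pH 7.4 with 0.01% Tween-20. Incubations ran 30 min at room temperature, with 10 ug/mL donor/acceptor beads.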
# BAZ2B inh: BAZ2B (human) inhibition; Q9UIF8; AlphaScreen BAZ2B-H3K14Ac peptide displacement; Potency, µM (highest dose often 114 µM), for inactives: at the top dose activity change, negative = inhibition, most hits filed as inhibitors; 360,000 compounds, 4.4% hits; note: % is set by controls: 0 for no effect and ±100 for the full control effect; nearly all actives have a fitted effect of over 60% in size
#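 In this displacement format the biotinylated H3(5-23) peptide acetylated at Lys14 serves as ligand at 50 nM, with BAZ2B at 50 nM in PBS pH 7.4 containing 0.01% Tween-20. Donor and acceptor beads are 10 ug/mL final.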
# JMJD2A Tudor: JMJD2A Tudor domain (human) inhibition | O75164 | AlphaScreen JMJD2A-Tudor / H3K4me3 peptide binding | Potency, µM (doses to about 114 µM), inactives show at the highest dose activity change, negative = inhibition, hits mostly inhibitors | 390,000 compounds, 4.4% hits; note: % is set by controls: 0 for no effect and ±100 for the full control effect; nearly all actives have a fitted effect of over 50% in size
# * marks the source's active call; other numbers are inactive results; i = inactive; ? = inconclusive; · = no result given; [ ] = dose if it differs, or a comment. Unless noted, calls come from the whole dose curve; as a rule, active = well fitted curve in the direction sought with a large enough effect; inconclusive = small, poorly fitted or top-dose-only effect, or another doubt; inactive = no such curve, though single readings can be large; an effect the other way counts as inactive or inconclusive. Potency is the fitted concentration of half-maximal effect. The list is partial; count on the stated rates, not on these rows.
PGK inhibitor	G9a block	GLS inh	BLM inh	Pin1 inhibitor	Pol iota inh	HP1b binding inh	BAZ2B inh	JMJD2A Tudor	smiles
-10%	·	-3%	·	0%	61%[activator]	0%	·	-21%	O=c1[nH][nH]c(-c2ccccc2)c1-c1ccccc1
-5%	64%[activator][59 µM]	-2%	-11%	1%	9%	73%	24%	34%	Cc1cc(C)nc(NC(=O)c2cc(-c3ccc(C)s3)nc3ccccc23)c1
2%	45µM*	-1%	0%	-2%	72%[activator]	?	25µM*	45µM*	O=C(/C(=C/O)N=Nc1cccc(C(F)(F)F)c1)c1ccccc1
1%	?	0%	-5%	6%	22%	30%	-24%	-11%	Cc1ccc(-c2[nH]c(-c3ccc(Cl)cc3)nc2SCC(=O)NCC2CCCO2)cc1 (stereo unspecified)
-9%	7.1µM*	6%	-16%	-15%	22µM*	?	?	32µM*	c1ccc(Cn2c(SCc3nc4ccccc4s3)nnc2-c2ccco2)cc1
i	-6%[12.7 µM]	6%	0%	-8%	-8%	28%	14%	-22%	CC(=O)Oc1ccc(NC(=O)C2CCCCC2)c(C(=O)O)c1
-10%	11%[59 µM]	2%	-1%	-10%	-10%	22%	-9%	-1%	O=C(c1cc(-c2cccs2)on1)N1CCCCC1
-6%	·	19%	0%	-10%	-1%	101%[activator]	29%	64%[activator]	O=C(O)c1ccc(N2N=C(c3ccccc3)CC2c2ccccc2)cc1 (stereo unspecified)
-1%	?	0%	·	?	37%[activator]	49%[activator]	-19%	-21%	O=C(COC(=O)c1cc(S(=O)(=O)N2CCOCC2)ccc1F)Nc1ccc(Cl)cn1
-27%	8.9µM*	18%	-1%	1%	6%	13µM*	2.8µM*	11µM*	CN(C)c1ccc(NC(=S)c2ccccn2)cc1
1%	?	19%	-6%	9%	14%	21%	-12%	-17%	CC(=O)C1=C(C)OC(N)=C(C#N)C1c1cc2cc(C)c(C)cc2nc1Cl (stereo unspecified)
0%	3%	-10%	2%	-6%	-2%	8%	-2%	-8%	CCCCC(CC)C(=O)NCCc1ccc(S(N)(=O)=O)cc1 (stereo unspecified)
10%	4%[59 µM]	1%	·	-2%	14%	26%	-2%	-3%	COc1ccc(C(=O)OCC(=O)NC2CC2)cc1OC
-1%	14%	-6%	-5%	1%	-5%	53%[activator]	-8%	-5%	CCOc1cc(C(=O)NN=C2CCCC2)cc(OCC)c1OCC
-4%	10%[0.501 µM]	2%	-4%	2%	7%	36%	4%	-9%	Cc1ccc(CN2CCN(Cc3ccccc3)C(CCO)C2)s1 (stereo unspecified)
-4%	?	3%	0%	-1%	13%	21%	1%	-14%	CCn1cc(C(=O)N2CCCC2)c(=O)c2cc(S(=O)(=O)N3CCC(C)CC3)ccc21
i	-10%[59 µM]	-2%	0%	1%	13%	71%[activator]	-3%	-11%[57.1 µM]	CC(=O)NCCSCCNC(C)=O
-2%	22%	-1%	0%	-14%	-15%	30%	-4%	-17%	O=C(NCCc1ccccc1)C1CCN(C(=O)N2CCOc3ccccc32)CC1
i	4%[59 µM]	-7%	1%	3%	-13%	11%[57 µM]	-18%	-20%	COc1ccc(-c2ccc(NS(=O)(=O)c3ccccc3Cl)cc2)nn1
8%	20%[12.7 µM]	-1%	·	-4%	20%	37%	-3%	2%	O=C(CN1C(=O)NC2(CCCCC2)C1=O)Nc1cccc(Cl)c1Cl
-2%	7%	10%	-2%	?	5%	28%	-10%	-12%	COC(=O)C1=C(CS(=O)(=O)c2cc(OC)ccc2OC)NC(=O)NC1c1ccc(O)c(OC)c1 (stereo unspecified)
6%	?	3%	1%	7%	-6%	20%	-20%	-15%	Cc1ccc2[nH]c3c(c2c1)CCN(C)C3
-1%	3%[59 µM]	2%	2%	-6%	5%	1%	2%	-13%	CCOC(=O)c1ccccc1NC(=O)Cn1c(=O)n(-c2cccc(C)c2)c(=O)c2c1c1cc(C)ccc1n2C
i	26%	-11%	-4%	-7%	14%	9%	0%	-9%	COC(=O)CSc1nnc(CNC(=O)c2cc(OC)cc(OC)c2)n1-c1ccc(F)cc1
16%	?	33%[activator]	3%	-1%	?	?	45µM*	1.6µM*	Cc1c(C)n(CC(O)CN2CCCCC2)c2ccccc12 (stereo unspecified)
-5%	23%[59 µM]	-9%	-4%	3%	4%	18%[57 µM]	-2%	-16%	CCc1nnc(NC(=O)CSc2nc3c([nH]c4ccccc43)c(=O)n2-c2ccc(C)cc2)s1
-7%	·	-9%	1%	-1%	85%[activator]	31%	21%	-17%	S=C(NCc1ccncc1)Nc1ccc(Br)cc1
1%	-29%	5%	2%	2%	20%	30%	-2%	3%	O=C(CSc1n[nH]c(-c2ccccc2Br)n1)NCCN1C(=O)CSC1=O
-7%	-50%	-15%	-1%	0%	58%[activator]	54%[activator]	19%	-3%	COc1ccccc1/C=N/NC(=O)CC(=O)NCc1ccccc1
-8%	9%[0.501 µM]	13%	·	1%	21%	21%	-3%	-8%	Cc1ccccc1OCCC(=O)OCC(=O)NC1CCS(=O)(=O)C1 (stereo unspecified)
i	11%[12.7 µM]	-3%	·	4%	-3%	18%	-28%	?	CNC(=O)c1cccc(NC(=O)c2cc(-c3ccccc3)nc3c2cnn3C(C)C)c1
-5%	6%[59 µM]	-5%	-1%	?	29%	20%	-3%	?	Cc1ccc(CNC(=O)CN2C(=O)COc3ccc(S(=O)(=O)N4CCC(C)CC4)cc32)o1
-3%	?	0%	-12%	8%	-4%	?	40µM*	40µM*	COc1ccccc1NCC(O)Cn1c2ccccc2c2ccccc21 (stereo unspecified)
-9%	·	-2%	-3%	-2%	-20%	62%[activator]	-4%	-4%	O=S(=O)(Nc1cccc(CCc2ccccn2)c1)c1ccc(Cl)cc1
2%	12%	3%	-2%	8%	8%	39%[activator]	9%	10%	CC(=O)Oc1cccc(-c2nc3ccccc3c(=O)o2)c1
·	·	·	·	-4%	-9%	56%[activator]	·	-6%	CCCC1OC2C[C@@H]3[C@H]4CCC5=CC(=O)C=C[C@]5(C)[C@H]4C(O)C[C@]3(C)[C@]2(C(=O)CO)O1 (stereo partly specified)
0%	-8%	-17%	-4%	-1%	25%	21%	4%	-9%	CN1C(=O)C2C3c4ccccc4C(c4ccccc43)[C@@H]2C1=O (stereo partly specified)
i	-31%	4%	10%	-2%	-34%	20%	-6%	-11%	CCOC1CCc2c(C)nc(N)nc2S1 (stereo unspecified)
2%	23%[12.7 µM]	4%	-8%	-1%	84%[activator]	-12%	-29%	-25%	COC(=O)c1c(NC(=O)CCCC(=O)O)sc2c1CCCCC2
-4%	-1%[59 µM]	4%	-4%	-9%	0%	21%	5%	4%	CC1(C)C=Cc2c(c3ccccc3[nH]c2=O)O1
-6%	18%[59 µM]	5%	1%	10%	13%	10%	-1%	3%	O=C(CN(Cc1ccccc1)S(=O)(=O)c1ccc(S(=O)(=O)N2CCOCC2)cc1)Nc1ccccc1
1%	·	12%	1%	-14%	8%	25%	10%	-4%	O=C(NCC1CCCCC1)c1cccnc1
-8%	?	14%	-4%	?	17%	32%	0%	-8%	N#CC12C(N)=NC3(OCCO3)C1(C#N)C1=C(CCC1)NC2c1ccccc1 (stereo unspecified)
-1%	·	-11%	·	13%	-16%	2%	·	-26%	CCN(CC)C(=O)COc1ccc(/C=N/NC(=O)c2cc(-c3ccccc3OC)nc3ccccc23)cc1OC
i	12%[59 µM]	0%	3%	-2%	10%	-4%	?	-29%	COc1ccc(C(=O)NCC(=O)N=Nc2c(O)n(Cc3ccccc3)c3ccccc23)cc1OC
3%	-36%	21%	·	-2%	13%	22%	11%	-17%	CCOc1ccc(NS(=O)(=O)c2ccc(C(=O)NCC3(N(C)C)CCCCC3)cc2)cc1
-5%	1%[59 µM]	5%	-3%	0%	6%	6%	0%	-1%	COc1cc(SC)ccc1C(=O)Nc1ccc(S(=O)(=O)N2CCCC2)cc1
5%	1.8µM*	11%	-1%	?	12%	-3%	-11%	20µM*	COc1cc(OC)cc(-c2n[nH]c(=S)n2-c2ccc3c(c2)OCO3)c1
i	?	4%	-1%	-6%	?	8%	-2%	-22%	Cc1cc(C)c(NN=c2c(=O)c3ccccc3c2=O)c(C)c1
-4%	14%	0%	-2%	2%	5%	32%	-11%	-4%	Cc1ccc(S(=O)(=O)N2CCC(C)CC2)cc1C(=O)NCCN1CCOCC1
-2%	-45%[12.7 µM]	3%	-2%	9%	6%	23%	2%	-16%	CC1=Nn2c(nnc2-c2ccccc2F)SC1
-1%	-13%	18%	-2%	-7%	-1%	31%	-2%	-9%	CCCCSc1nc(N)c(NC(=O)c2ccco2)c(=O)[nH]1
5%	?	1%	-6%	-9%	0%	21%	-23%	-16%	Cc1ccc2c(CC(=O)Nc3c(C)n(C)n(-c4ccccc4)c3=O)coc2c1
i	53%[activator][59 µM]	-1%	-8%	1%	7%	36%	0%	-20%	CC(C)CC(C(=O)OCC(=O)Nc1cccc(Cl)c1)N1C(=O)C2CC=CCC2C1=O (stereo unspecified)
-6%	-28%[59 µM]	-5%	-1%	17%	11%	7%	-35%	-20%	CC(=O)c1sc(NC(=O)c2ccc(F)c(F)c2)nc1C
·	-34%	33%[activator]	-1%	1%	-29%	65%[activator]	?	0%	Cc1c(C(=O)O)sc2nc(SCC(=O)Nc3ccc(S(=O)(=O)NCCCC(=O)O)cc3)[nH]c(=O)c12

# Some of these compounds in order of the PGK inhibitor value, low to high.
PGK inhibitor	G9a block	GLS inh	BLM inh	Pin1 inhibitor	Pol iota inh	HP1b binding inh	BAZ2B inh	JMJD2A Tudor	smiles
-7%	-50%	-15%	-1%	0%	58%[activator]	54%[activator]	19%	-3%	COc1ccccc1/C=N/NC(=O)CC(=O)NCc1ccccc1
-5%	64%[activator][59 µM]	-2%	-11%	1%	9%	73%	24%	34%	Cc1cc(C)nc(NC(=O)c2cc(-c3ccc(C)s3)nc3ccccc23)c1
10%	4%[59 µM]	1%	·	-2%	14%	26%	-2%	-3%	COc1ccc(C(=O)OCC(=O)NC2CC2)cc1OC
